Compound activity: PubChem, Broad Institute
LGR2 inh – inhibitors of bursicon-induced LGR2 CRE-luciferase signal, primary screen, cell-based, HEK293, CRE-luciferase reporter, bursicon stimulation; Drosophila bursicon receptor LGR2 (rickets); bursicon-stimulated, 4 h; inhibition, % at 9.99 µM; hit rate 0.35% among 380,000;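 active means drop in luminescence signal, shown as inhibition above about 50% in the replicate tests, limit read from the data, passing the limit was not always enough; inconclusive means probably only some replicates passing the limit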;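 further: agonist challenge used bursicon conditioned medium at about half maximal strength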
PGC1a acetyl inh – inhibitors of PGC1a acetylation signal, primary screen, cell-based, U2OS, AlphaScreen, inhibitor mode. AlphaScreen anti-acetyl-lysine; with virally co-expressed GCN5 acetyltransferase. inhibition, % at 15.6 µM. hit rate 0.17% among 350,000. AID 651687, 2012;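 active means every replicate shows inhibition of at least 40%; inconclusive means mean inhibition at least 40% but some replicate below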;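 further: 0% = neutral control wells and 100% = positive control wells; some results beyond the cut were filed as inactive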
EWS-Fli block – EWS/Fli-driven NR0B1 reporter inhibitors, primary screen, A673 cells, NR0B1 luciferase, luminescence, MLPCN library; viability-normalised; inhibition, % at 12.6 µM; hit rate 0.67% among 350,000; AID 651661, 2012;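 active means mean inhibition of at least 50% after viability correction, with every replicate also passing that limit; inconclusive means mean reaches 50% but only one of two replicates passes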;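 further: firefly luciferase signal divided by Alamar Blue viability fluorescence both relative to DMSO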
Cneo AK release – Cryptococcus neoformans cell lysis inducers, primary screen, AK release luminescence, single concentration. C. neoformans lysis, adenylate kinase release luminescence, 4 h; normalised: neutral wells 0, clomiphene wells 100. lysis activity, % at 15 µM. hit rate 0.2% among 360,000;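 active means mean lysis activity across replicates of at least 80%, whatever share of replicates individually reach that level; inactive means mean lysis activity below 80%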
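Test system: log-phase Cryptococcus neoformans yeast cells. Input: 5 × 10^6 yeast cells/mL. Medium: fresh YPD growth medium. Doses: single dose. Incubation: static 4 h at 37 °C with compound, 1 h detection. Measured by: luminescent adenylate kinase detection reagent. Read-out: signal increase indicating cell lysis. Benchmarks: Clomiphene.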
miR122 inh – miR-122 Renilla sensor signal increase in Huh7, primary screen, miR-122 inhibitor project, cell-based, single point, plate reader | Huh7 miR-122 Renilla luciferase sensor, 48 h; neutral wells = 0, positive control = 100 | activation (reporter increase), % at 12.5 µM | hit rate 0.3% among 340,000;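 active means mean replicate activation score at least 90 and every replicate individually at or above 90; inconclusive means only one of the two criteria met; inactive means neither criterion met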;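 further: higher luciferase means less miR-122 activity so hits act as miR-122 inhibitors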
FN deposit inh – inhibitors of fibronectin matrix deposition, primary screen, AH1F cells, Alexa488-fibronectin fluorescence, plate reader. AID 743247, 2014. inhibition, % at 12.6 µM. hit rate 0.086% among 350,000. AH1F fibroblasts, overnight;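 active means mean inhibition across replicates of 30% or more, regardless of how many single replicates reach that level; inconclusive means mean under 30% yet at least half of replicates reach 30%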;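 further: positive control wells lacked labelled fibronectin entirely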
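Material: AH1F fibroblast monolayer depositing Alexa488-labelled fibronectin into matrix / Amount: 10000 AH1F cells per well / Signal: fluorescence 485/525 nm / Medium: DMEM, 2% serum / Compound: single dose, pinned / Incubation: 1 h cell adhesion before compound, then overnight fibronectin incubation / Reagent: Alexa488-FN, 24 nM final / Read-out: inhibition of fibronectin deposition signal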
Casp6 inh – human caspase-6 inhibitors, primary screen, biochemical, VEID-R110 fluorescence, single point, set 2; purified caspase-6, Z-VEID-R110 cleavage fluorescence; inhibition, % at 12.5 µM; hit rate 0.53% among 350,000; AID 686996, 2013;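 active means mean inhibition across replicates at least about 35%, with every replicate also reaching that limit, limit read from the data; inconclusive means only one of the two criteria met; inactive means neither criterion met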;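 further: 0% = median of neutral control wells and 100% = no fluorescence left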
Target sequence (P55212 24-179 limits assumed): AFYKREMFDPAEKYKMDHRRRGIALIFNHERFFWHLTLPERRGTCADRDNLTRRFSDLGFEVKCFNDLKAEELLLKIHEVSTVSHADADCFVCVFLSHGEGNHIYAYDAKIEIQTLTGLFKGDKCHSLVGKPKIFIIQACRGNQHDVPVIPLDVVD
Target sequence (P55212 194-293 limits assumed): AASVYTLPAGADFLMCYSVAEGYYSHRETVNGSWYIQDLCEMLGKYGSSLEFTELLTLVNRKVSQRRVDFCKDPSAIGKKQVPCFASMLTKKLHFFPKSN
PAX8 reporter – inhibitors of PAX8-driven TPO luciferase reporter, primary screen, RMG-I cells, single concentration; hit rate 1.2% among 360,000; inhibition, % at 12.6 µM; SteadyGlo, 24 h;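 active means mean replicate inhibition at least 60% with every replicate also reaching 60%; inconclusive means only one of the two criteria is met; inactive means mean below 60% and not all replicates reaching 60%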;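 further: luciferase light reporting Pax8 driven TPO promoter activity; plate controls were median of neutral control wells for no effect and mitoxantrone controls for full effect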
* hit, by the source's call; ? = inconclusive; nt = not tested or not shown; & = joins results of further samples; [ ] = remark or other dose. This is a random part of the collection; about 2.5% have a hit in one of these screens.

SMILES | LGR2 inh | PGC1a acetyl inh | EWS-Fli block | Cneo AK release | miR122 inh | FN deposit inh | Casp6 inh | PAX8 reporter
COc1ccc2c(c1)Cc1cc(NC(=O)c3ccccc3-c3ccccc3C(=O)O)ccc1-2 | -1 | 2 | -1 | -1 | -6 | -9 | 6 | 7
O=C(O)/C(=C\c1cn(-c2ccccc2)nc1-c1ccc(Cl)cc1)NC(=O)c1ccccc1 | 4 | -11 | 0 | 2 | -1 | 8 | 1 | -8
CCC(=O)c1ccc(OCC(=O)OC(C)C(=O)Nc2c(C)n(C)n(-c3ccccc3)c2=O)cc1 (configuration not stated) | -11 | nt | -6 | -3 | 8 | -6 | 1 | -4
C[C@@H]1CCCCO[C@@H](CN(C)Cc2ccc3c(c2)OCO3)[C@@H](C)CN([C@@H](C)CO)C(=O)c2cc(NC(=O)Nc3ccc4c(c3)OCO4)ccc2O1 | 1 | -11 | -3 | 2 | 8[16.7 µM] | 8 | -3 | -9
CCNC(=O)C[C@H]1CC[C@H](NC(=O)C2CC2)[C@H](CO)O1 | -7 | 1 | 1 | 0 | -13[16.7 µM] | 10 | 0 | -17
CN(CC(O)COc1ccc(S(=O)(=O)N2CCOCC2)cc1Cl)C1CCCCC1 (configuration not stated) | -7 | -15 | -5 | 0 | 16 | -2 | -2 | -14
COCCCn1c(=O)/c(=C\c2ccccc2OC(F)F)s/c1=C(/C#N)C(=O)NCCOC | -3 | 2 | -5 | nt | nt | 3 | -4 | 14
CC(=O)Nc1ccc(C(=O)OCC(=O)NCc2ccccc2)cc1 | 1 | -1 | 2 | nt | nt | -1 | 2 | 0
C/C(=N/Nc1ccc(Cl)cc1)c1cnnc(-c2ccccc2)n1 | 0 | nt | -1 | nt | nt | -3 | -4 | -2
Cc1ccc2c(c1)N(CC(=O)N1CCCC1)C(=O)CO2 | -6 | 3 | 1 | 2 | -3 | 1 | -2 | 24
Cc1cc2oc(=O)sc2cc1NS(=O)(=O)c1cccc2cccnc12 | -8 | nt | 8 | -1 | 12 | -17 | 5 | -9
COc1cccc(CNC(=O)[C@@H]2CCCN2C(=O)[C@H]2CCCCN2C(=O)OC(C)(C)C)c1 | 1 | nt | -6 | nt | nt | -3 | 0 | -3
COc1ccc(CNC(=O)CC23CC4CC(CC(C4)C2)C3)cc1 | 14 | -1 | 2 | -1 | 3 | -3 | 2 | -27
COc1ccc2nc(NC(=O)[C@@H]3CCCN3C(=O)c3cccs3)sc2c1 | -20 | nt | -1 | nt | nt | -12 | 2 | 8
CCn1ccnc1CN(C)C(=O)c1cc(COc2ccccc2SC)on1 | -54 | 2 | -73 | 0 | -1 | 6 | 0 | nt
CCOC(=O)CNC(=O)c1c(C)nn(C)c1Cl | -29 | 1 | 2 | nt | -2 | 2 | -4 | -3
N#C[C@@H]1[C@@H](c2ccc(C#Cc3cccnc3)cc2)[C@@H](CO)N1C(=O)C1CCC1 | -10 | 21 | -14 | 46 | nt | 14 | 0 | 3
COc1ccc(OC)c(-c2csc(NC(=O)Cc3ccccc3F)n2)c1 | -11 | -5 | -43 | -5 | 117* | -3 | -3 | -26
CNC(=O)COc1coc(CN2CCN(c3ccc(F)cc3)CC2)cc1=O | 7 | 11 | 1 | 2 | -3 | -1 | 13 | 5
CCOC(=O)N1CCN(C(=O)c2cc(OC)c(OC)c(OC)c2)CC1 | -12 | 18 | 4 | -4 | -6 | -4 | -3 | -7

Rewritten with two lines to a compound: entries from further up
Second line of a record: LGR2 inh, PGC1a acetyl inh, EWS-Fli block, Cneo AK release, miR122 inh, FN deposit inh, Casp6 inh, PAX8 reporter
N#C[C@@H]1[C@@H](c2ccc(C#Cc3cccnc3)cc2)[C@@H](CO)N1C(=O)C1CCC1
→ -10, 21, -14, 46, nt, 14, 0, 3
CCOC(=O)CNC(=O)c1c(C)nn(C)c1Cl
→ -29, 1, 2, nt, -2, 2, -4, -3
COc1ccc(OC)c(-c2csc(NC(=O)Cc3ccccc3F)n2)c1
→ -11, -5, -43, -5, 117*, -3, -3, -26
COc1cccc(CNC(=O)[C@@H]2CCCN2C(=O)[C@H]2CCCCN2C(=O)OC(C)(C)C)c1
→ 1, nt, -6, nt, nt, -3, 0, -3
COc1ccc2nc(NC(=O)[C@@H]3CCCN3C(=O)c3cccs3)sc2c1
→ -20, nt, -1, nt, nt, -12, 2, 8
CCOC(=O)N1CCN(C(=O)c2cc(OC)c(OC)c(OC)c2)CC1
→ -12, 18, 4, -4, -6, -4, -3, -7

Carrying on.
SMILES | LGR2 inh | PGC1a acetyl inh | EWS-Fli block | Cneo AK release | miR122 inh | FN deposit inh | Casp6 inh | PAX8 reporter
CSc1ncccc1C(=O)OCC(=O)c1ccc[nH]1 | -11 | 4 | -10 | -1 | -3 | -6 | 1 | -7
CC1=C(C(=O)N2CCOCC2)CC(CC(=O)NCCCN(C)C)C(=O)N1Cc1ccc(F)cc1 (configuration not stated) | 7 | -6 | 5 | -29 | -9 | nt | 2 | -10
CCN(CC)C(=O)Cn1nnc(-c2ccc(C)o2)n1 | nt | nt | nt | 2 | -2 | 0 | nt | 21
CN(CC(=O)NCc1ccco1)S(=O)(=O)c1ccc(F)cc1 | -1 | 5 | -5 | 2 | 4 | 2 | -1 | 13
NC(=O)CC(NC(=O)Cc1cccc2ccccc12)c1ccc(NCc2ccccn2)c([N+](=O)[O-])c1 (configuration not stated) | 13 | nt | 0 | 14 | -4 | 2 | 1 | -1
CCOC(=O)c1ccccc1NC1c2ccccc2C(=O)N1c1cc(C)ccn1 (configuration not stated) | nt | nt | -9 | 0 | -8 | 11 | -1 | -6
COC(=O)c1ccsc1NC(=O)CS(=O)(=O)c1ccccc1 | 0 | nt | 6 | 1 | nt | 3 | 1 | -11
CCCNC(=O)NC[C@H]1[C@@H](c2ccc(C3=CCCC3)cc2)[C@@H](CO)N1C(C)=O | -3 | 0 | -1 | 0 | ? | 11 | nt | -7
CNC[C@H]1Oc2c(NS(C)(=O)=O)cccc2C(=O)N([C@H](C)CO)C[C@H]1C | -7 | -20 | -1 | 4 | -4[16.7 µM] | nt | 1 | -14
CCC(=O)c1ccc(N2CCN(C(=O)c3cc([N+](=O)[O-])ccc3F)CC2)c(F)c1 | -3 | nt | 9 | 0 | -9 | nt | -2 | -16
O=C(O/N=C1\C(=O)N(c2ccccc2)c2ccccc21)C1CC1 | -11 | -23 | 0 | nt | nt | -11 | -2 | 8
OC(c1cccc(Cl)c1)c1nc(-c2cnc3ccccc3c2)cs1 (configuration not stated) | -28 | -2 | -41 | 5 | 12 | -3 | -1 | -24
Cc1ccc(S(=O)(=O)NCCCNS(=O)(=O)c2ccccc2Br)cc1 | -4 | 4 | 3 | 8 | 49 | -6 | 0 | -34
Cc1ccc(C)c(C(=O)OCC(=O)Nc2cccc(S(=O)(=O)N3CCCCC3)c2)c1 | 10 | 3 | 11 | -1 | 1 | -2 | -2 | 27
COc1ccc(NC(=O)CC2CCCCC2)cc1OC | -31 | 2 | nt | 1 | -2 | -3 | nt | nt
Cc1ccc(S(=O)(=O)N(C)CC(=O)NCCCn2ccnc2)cc1 | 16 | nt | -16 | 14 | -3 | -1 | -6 | -8
CC(=O)c1cccc(-c2ccc3c(c2)C(C)(Cc2ccc(S(C)(=O)=O)cc2)C(=O)N3)c1 (configuration not stated) | -1 | nt | 9 | -1 | -1 | 0 | 1 | 11
N#CCN(C(=O)CSc1nnc(C2CC2)n1C1CC1)c1ccccc1 | 5 | 0 | -10 | 0 | -1 | -12 | -2 | 1
CCCNC(=O)C1CC(=O)N(c2ccc(OCC(=O)Nc3cc(C)cc(C)c3)cc2)C1 (configuration not stated) | 29 | nt | -6 | -1 | 10 | 4 | 2 | -1
O=C1NC(c2ccncc2)Nc2sc3c(c21)CCCC3 (configuration not stated) | -22 | 3 | -32 | nt | nt | nt | 6 | nt
CC1(C(=O)NCC2CC2)Cc2c(-c3ccccc3)ccnc2O1 (configuration not stated) | 2 | nt | 0 | -1 | nt | 0 | -1 | -2
O=C(C1=C(O)C(=O)N(Cc2cccnc2)C1c1ccccn1)c1cccs1 (configuration not stated) | 6 | 7 | 2 | nt | nt | 9 | 0 | 4
Nc1no[n+]([O-])c1-c1ccccc1 | 2 | nt | 10 | nt | nt | -4 | -1 | -12
COc1ccc(-c2nnc(N)s2)cc1 | nt | -8 | nt | 0 | 2 | -3 | nt | nt
O=C(c1ccc(Br)o1)N1CCN(c2ccc3nnc(-c4ccccc4)n3n2)CC1 | 23 | -5 | -18 | 1 | -13 | 3 | 6 | 14
COc1ccccc1-c1ccc(C2[C@@H]3CN(C(=O)c4cccnc4)C[C@H]2N3)cc1 (some centres not stated) | 16&1 | 0&6 | 3&-8 | nt | nt | -6&-14 | 1&0 | 7&7
C[C@@H]1CN([C@H](C)CO)C(=O)c2cc(NC(=O)CCCN(C)C)ccc2O[C@@H]1CN(C)S(=O)(=O)c1ccc(Cl)cc1 | 3 | 5 | 8 | 48 | 6[16.7 µM] | nt | 1 | -3
COCCNC(=O)C(=O)NCC1OCCN1S(=O)(=O)c1cccs1 (configuration not stated) | -12 | 3 | 2 | 4 | 7 | -13 | 0 | -12
Cc1ccc2c(c1)=C(c1sc(N(C)c3ccc(O)cc3)nc1O)C(=O)N=2 | -18 | nt | -42 | 0 | nt | -5 | nt | -20
CCCN(C(=O)COc1ccc(Cl)cc1Cl)c1c(N)n(Cc2ccccc2)c(=O)[nH]c1=O | -3 | nt | 0 | nt | nt | nt | -1 | -2
CC1(c2ccccc2)NC(=O)N(Cc2ccc([N+](=O)[O-])cc2)C1=O (configuration not stated) | 10 | -3 | nt | -1 | 1 | nt | nt | nt
N#Cc1c(-c2ccccc2)cc(-c2ccccc2)nc1SCc1nnc(-c2ccccc2)o1 | nt | 5 | nt | 5 | 3 | nt | nt | -2
OCCN1CCN(c2nnc(-c3ccccc3)c3ccccc23)CC1 | 0 | 8 | -4 | 0 | -4 | 1 | -2 | 0

Of the compounds above, 2 have an NH in an aromatic ring.
SMILES | LGR2 inh | PGC1a acetyl inh | EWS-Fli block | Cneo AK release | miR122 inh | FN deposit inh | Casp6 inh | PAX8 reporter
CSc1ncccc1C(=O)OCC(=O)c1ccc[nH]1 | -11 | 4 | -10 | -1 | -3 | -6 | 1 | -7
CCCN(C(=O)COc1ccc(Cl)cc1Cl)c1c(N)n(Cc2ccccc2)c(=O)[nH]c1=O | -3 | nt | 0 | nt | nt | nt | -1 | -2
